NALP1 yeast inh: NALP1 inhibition; S. cerevisiae NALP1/ASC/caspase-1 growth, X-gal OD620, 72 h; actives 0.61% (n = 280,000); inhibition, % at 10 µM; in the data active = inhibition mostly above about 24%, no sharp cut-off; inactive = mostly below about 32%; also: some compounds called inactive have numbers as strong as hits
GPR7 antag: blocks human GPR7 receptor signaling; inhibition, % at 4.4 µM; P48145; AID 1861; actives 1.1% (n = 290,000); GPR7-expressing cells, fluorescence antagonist assay; in the data active = inhibition above about 16%, passing the limit was not always enough;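 also: cells stimulated with the agonist NPW; 0% = agonist with vehicle and 100% = vehicle without agonist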
Target sequence (P48145 whole entry, looked up): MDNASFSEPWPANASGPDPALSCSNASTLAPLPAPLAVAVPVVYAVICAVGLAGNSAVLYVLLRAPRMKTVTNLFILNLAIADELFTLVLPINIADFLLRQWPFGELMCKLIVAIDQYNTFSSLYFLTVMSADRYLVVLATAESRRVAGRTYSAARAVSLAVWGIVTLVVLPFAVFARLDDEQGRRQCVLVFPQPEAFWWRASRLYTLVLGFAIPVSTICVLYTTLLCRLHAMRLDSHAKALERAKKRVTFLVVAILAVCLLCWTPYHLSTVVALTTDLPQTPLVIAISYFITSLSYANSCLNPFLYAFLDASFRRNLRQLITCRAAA
V1aR counter: activates human V1a receptor in oxytocin agonist counter-screen | P37288 | CHO-V1R cells, Fluo-8 calcium fluorescence, agonist mode; 0% DMSO, 100% 3 nM vasopressin | activation, % at 3 µM | actives 0.25% (n = 320,000);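 active = activation above the mean activation of all tested compounds plus 3 SD, per screening run, cut at about 20% in these data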;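 also: signal is peak over basal fluorescence ratio across a 100 second FLIPR read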
Target sequence (P37288 whole entry, looked up): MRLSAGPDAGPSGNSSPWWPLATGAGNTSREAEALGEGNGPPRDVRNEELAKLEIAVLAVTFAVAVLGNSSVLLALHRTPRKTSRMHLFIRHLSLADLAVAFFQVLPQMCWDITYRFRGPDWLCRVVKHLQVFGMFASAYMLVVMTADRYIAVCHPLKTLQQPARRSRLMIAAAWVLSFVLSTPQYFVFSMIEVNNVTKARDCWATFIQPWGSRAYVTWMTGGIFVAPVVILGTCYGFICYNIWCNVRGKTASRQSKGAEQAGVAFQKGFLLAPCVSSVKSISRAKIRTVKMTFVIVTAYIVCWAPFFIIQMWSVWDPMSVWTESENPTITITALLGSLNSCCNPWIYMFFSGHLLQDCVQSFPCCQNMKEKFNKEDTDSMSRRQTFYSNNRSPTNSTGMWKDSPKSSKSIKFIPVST
MEKK3 PB1 HTS: MEKK3-MEK5 PB1 interaction, increase or decrease; bead-based flow cytometry, Alexa488-MEK5 binding to MEKK3; actives lie on both sides; 0 = blocked by unlabeled MEK5, 100 = vehicle; Q99759; actives 1.4% (n = 290,000); binding response (% of control), % at 10 µM; AID 1529;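 active = binding response more than 3 SD above or below the average of its plate-row segment, actives on both sides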;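 also: Alexa488 bead fluorescence after subtracting the streptavidin-only scavenger bead signal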
GalR3 antagonist: blocks the human galanin receptor 3; HEK293 GalR3-CNG cAMP membrane potential fluorescence; galR3 body fused to GalR1 C-terminus; inhibition, % at 3 µM; actives 0.44% (n = 360,000); AID 651719;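 active = inhibition above the screen-wide average plus 3 SD, cut at about 13% in these data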;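 also: forskolin and galanin both at EC90 stimulate the cells; cAMP rise reported by CNG channel membrane potential dye signal; 0% = forskolin plus galanin with DMSO and 100% = forskolin alone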
Target sequence (O60755 1-299 limits assumed): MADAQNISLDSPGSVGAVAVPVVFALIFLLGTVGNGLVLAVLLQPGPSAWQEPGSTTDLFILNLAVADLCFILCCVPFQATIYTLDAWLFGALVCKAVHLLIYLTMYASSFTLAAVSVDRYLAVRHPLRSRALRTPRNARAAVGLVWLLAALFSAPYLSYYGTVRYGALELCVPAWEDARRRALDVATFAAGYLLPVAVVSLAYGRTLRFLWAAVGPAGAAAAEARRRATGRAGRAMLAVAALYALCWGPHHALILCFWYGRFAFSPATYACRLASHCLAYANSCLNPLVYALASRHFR
OXTR ag: activates the human oxytocin receptor; P30559; CHO-OTR cells, Fluo-8 calcium fluorescence; normalized: DMSO 0%, oxytocin 100%; activation, % at 3 µM; actives 0.32% (n = 320,000); AID 2435;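 active = activation above the mean of all tested compounds plus 3 SD, cutoff set per screening run, cut at about 20% in these data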;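 also: peak over basal fluorescence ratio from a 100 s FLIPR kinetic read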
PHOSPHO1 inh: blocks human PHOSPHO1 phosphatase activity. inhibition, % at 13.3 µM. AID 1565. recombinant PHOSPHO1, absorbance phosphatase assay. actives 1.1% (n = 290,000); in the data active = inhibition above about 60%
MEKK2mut PB1 HTS: signal of MEK5 binding to mutant human MEKK2 PB1 domain. bead flow cytometry, Alexa488-MEK5 binding to MEKK2 mutant. percent response, % at 10 µM. actives 0.35% (n = 290,000); in the data active = percent response above about 24%, passing the limit was not always enough; also: inactives centre near 1; some results filed as inactive read as strong as hits; reference of the scale not given here
MEKK2wt PB1 HTS: raises or lowers MEK5 binding to wildtype human MEKK2 PB1 domain; bead flow cytometry, Alexa488-MEK5 binding to MEKK2 WT; actives lie on both sides; binding response (% of control), % at 10 µM; actives 1.1% (n = 290,000); AID 1531; Q9Y2U5; in the data active = binding response below about 67% or above about 130%
* marks the source's active call; other numbers are inactive results; . = not tested or not shown; & = joins results of further samples; [ ] = another dose, or the depositor's remark.

SMILES	NALP1 yeast inh	GPR7 antag	V1aR counter	MEKK3 PB1 HTS	GalR3 antagonist	OXTR ag	PHOSPHO1 inh	MEKK2mut PB1 HTS	MEKK2wt PB1 HTS
O=C(COc1ccc(-c2ccccc2)cc1)N1CCN(C(=O)c2cccs2)CC1	-14	-8	3.8	103	0	0.7	6	-3	100
COc1cccc(NC(=O)CN2C(=O)NC(C)(c3ccc(C)cc3)C2=O)c1 (configuration not stated)	5	9	11	104	-8	14	-14	11	106
CCOCCCNC(=O)c1cn(CC)c2ccc(S(=O)(=O)N(C)C3CCCCC3)cc2c1=O	11	-11	-0.9	100	1	-1.9	40	2	103
CC(C)[C@H](N)C(=O)OCCOCn1cnc2c(=O)[nH]c(N)nc21	.	.	-0.1&1.4	111	-2	-0.3&0.9	.	5	115
CN1CCCN(c2ccc([N+](=O)[O-])cc2)CC1	-2	17	0.3	82	-9	-0.5	56	-13	76
O=C(c1ccco1)N1N=C(c2cccs2)CC1c1ccc(F)cc1 (configuration not stated)	27	-2	-1.8	99	-8	-1.4	18	-1	99
COc1cc2c(=O)n(CCC(=O)NCC3CCCO3)c(=O)n(CC(=O)Nc3ccc(C)c(C)c3)c2cc1OC (configuration not stated)	-6	-4	2.1	101	1	0.3	6	1	104
CCC(C)N(CC(=O)NCc1ccc(OC)cc1)C(=O)c1csnn1 (configuration not stated)	5	-14	-0.2	104	-5	0.4	12	-1	103
CCOC(=O)c1sc(NC(=O)C(CC)Sc2nnc3c4ccccc4n(CC)c3n2)nc1C (configuration not stated)	18	16	0.5	99	6	0.9	16	4	95
Cc1cccc(N/C=C/c2onc(C)c2[N+](=O)[O-])c1	15	9	1.9	100	-5	2.4	-36	5	98
CC(Sc1ccccn1)C(=O)Nc1ccc(S(N)(=O)=O)cc1 (configuration not stated)	4	23	0.8	89	-6	1.7	19	-11	88
Cc1ccc(S(=O)(=O)NNC(=O)C2CCCCC2)cc1	22	-16	0.3	98	-5	11	-40	-3	93
Cc1ccc2nc3c(cc(C(=O)NCc4ccco4)c(=N)n3Cc3ccco3)c(=O)n2c1	13	-10	-0.6	108	-1	-1.9	-19	4	105
Cc1ccc(CC2SC(=O)NC2=O)cc1Cl (configuration not stated)	22	5	0.8	88	-1	0.4	-16	-5	91
Cc1ccc2cc(C#N)c(N3CCCC3)nc2c1C	-6	-8	-1.4	.	-7	-2.1	3	.	.
CCc1ccc2[nH]c(C(=O)Nc3ccc4c(c3)OCO4)cc2c1	.	-5	0.8	86	-5	-1.9	22	-22	88
O=C1N(Cc2cccc(Cl)c2)C[C@@H]2C[C@@H](c3cccn3-c3cccnc3)N3CCC[C@@]123	3	3	-0.6	86	-9	-1.3	44	-2	90
O=C(Nc1nccs1)c1ccc(COc2c(F)c(F)cc(F)c2F)cc1	14	23	2.0	104	-11	2.0	.	4	107
COc1cccc(CN2CCNC(=O)C2CC(=O)NCC(C)(C)N2CCOCC2)c1OC (configuration not stated)	8	-2	0.3	104	-3	-0.1	42	5	105
C(=N\N1CCN(c2ccccn2)CC1)/C1=C(N2CCOCC2)C(=C/c2ccccc2)/CC1	10	-12	0.6	102	-3	-0.2	37	2	104

An excerpt from above in order of molecular weight, highest first:
SMILES	NALP1 yeast inh	GPR7 antag	V1aR counter	MEKK3 PB1 HTS	GalR3 antagonist	OXTR ag	PHOSPHO1 inh	MEKK2mut PB1 HTS	MEKK2wt PB1 HTS
O=C(c1ccco1)N1N=C(c2cccs2)CC1c1ccc(F)cc1 (configuration not stated)	27	-2	-1.8	99	-8	-1.4	18	-1	99
CC(Sc1ccccn1)C(=O)Nc1ccc(S(N)(=O)=O)cc1 (configuration not stated)	4	23	0.8	89	-6	1.7	19	-11	88
Cc1ccc2cc(C#N)c(N3CCCC3)nc2c1C	-6	-8	-1.4	.	-7	-2.1	3	.	.

Continued:
SMILES	NALP1 yeast inh	GPR7 antag	V1aR counter	MEKK3 PB1 HTS	GalR3 antagonist	OXTR ag	PHOSPHO1 inh	MEKK2mut PB1 HTS	MEKK2wt PB1 HTS
Cc1nccn1CC(O)COC1CCCCC1 (configuration not stated)	-5	-11	1.2	101	-5	0.6	-1	6	108
CCOC(=O)c1c(S(=O)(=O)N2CCN(Cc3ccccc3)CC2)c(C)n(C)c1C	17	14	-0.2	100	-7	-0.7	40	-5	103
CC(C)(C)C(=O)NNC(=O)c1cc2sccc2s1	12	-5	1.9	97	0	1.1	25	-6	97
Cc1cccc(N=CC=C2OC(C)(C)C(C)(C)O2)c1	28	-13	-0.2	100	-3	0.6	-2	1	97
O=C(CN1C(=O)NC(c2ccccc2)(c2ccccc2)C1=O)c1c[nH]c2ccccc12	8	-4	1.2	106	.	1.9	22	1	98
CCC(=O)n1nc(-c2ccccc2)nc1NCc1ccccc1	5	-17	-0.8	98	0	-1.3	28	-1	98
COc1ccc(C(C)=O)cc1COC(=O)CNC(=O)c1ccc(F)cc1	22	3	0.4	107	2	-1.2	8	1	100
CCn1nnnc1SCC(=O)NC1Cc2ccccc2C1	.	-6	-0.5	89	-2	-0.1	41	-25	95
COc1ccc(-c2cc(C(=O)Nc3c(C)nn(Cc4ccc(Cl)cc4)c3C)no2)cc1	1	1	1.2	101	-8	0.8	14	7	99
O=C(Nn1c(-c2ccccc2)nc2ccccc2c1=O)C1CCC1	11	18	0.6	99	-6	0.0	-12	5	103
Oc1c(N=Nc2ccccn2)ccc2ccccc12	8	-7	-0.8	89	-4	1.3	32	-14	36*
CC(C)OCCCNC(=O)c1sc(=S)n(C)c1N	-2	-10	-0.2	101	-2	-0.2	33	3	103
CC(C)N(C(C)C)S(=O)(=O)c1ccc(Cl)nc1	22	-7	3.1	101	1	0.1	4	1	102
Clc1ccc(CSc2nnc(-c3ccncc3)o2)c(Cl)c1	1	4	-0.1	103	-5	-0.5	6	1	105
O=C(CCCNC(=O)c1ccc(Cl)cc1)NCc1ccccc1F	19	6	0.6	99	-6	-1.2	23	5	105
CC(=O)N1CCC(N(C(=O)Nc2ccc(C)c(C)c2)C2CCCC2)CC1	33	-1	-0.8	100	-1	-0.9	14	-2	97
S=C(NCC1CCCO1)NC12CC3CC(CC(C3)C1)C2 (configuration not stated)	20*	-11	0.1	4.0*[inhibitor]	-5	-1.7	7	-46	6.0*[inhibitor]
CCN(CCO)C(=S)Nc1cc(C(=O)OC)ccc1C(=O)OC	15	-3	-0.5	101	-1	-1.6	-5	-1	98
CC/C(=N\O)c1ccc(O)c(OC)c1	-6	0	-0.2	103	-8	0.9	6	4	98
CCOc1ccc(C(=O)NC(=S)Nc2ncccc2C)cc1[N+](=O)[O-]	0	2	-0.6	107	1	-0.8	3	-1	102
O=C(CSc1ncccc1C(=O)O)NCCC1=CCCCC1	3	-8	1.3	102	-5	1.6	16	14	102
Nc1nonc1-n1nnc(C(=O)N/N=C/c2ccc(OCc3cccc(Cl)c3)cc2)c1CN1CCCCC1	13	-12	-0.1	97	-5	-1.0	29	-3	87
CSCCC(NC(=O)c1ccccc1)C(=O)NC1CC1 (configuration not stated)	-1	-12	1.0	98	-6	0.5	1	-3	98
COc1ccc(NC2CCCN(C(=O)c3csc(C)n3)C2)cc1 (configuration not stated)	18	12	1.1	99	0	0.5	29	-3	101
CCOCCCn1c(SCC(=O)NC(C)(C)C)nc2ccccc2c1=O	-10	2	-0.4	86	-2	-1.4	45	-7	89
CCCC(=O)Nc1c2c(nn1-c1ccc(OC)cc1)CS(=O)C2 (configuration not stated)	-1	-5	0.1	.	1	1.1	-14	.	.
COc1cc(C(=O)Nc2cccc(-c3nc4cc(C)cc(C)c4o3)c2)cc(OC)c1OC	6	-3	.	99	0	.	21	-2	99
COC(=O)N/N=C/c1cccc([N+](=O)[O-])c1	14	-10	-0.8	95	-3	0.7	24	-3	100
CCCNC(=O)N1CCC(c2ccc3c(c2)OCO3)CC1	-1	-7	-0.1	98	-4	-1.1	36	0	98
CCN(C(=O)COC(=O)CNC(=O)C12CC3CC(CC(C3)C1)C2)C1CCS(=O)(=O)C1 (configuration not stated)	12	-5	-0.5	97	3	1.0	-5	-2	95
CCCOC1CCCN(Cc2nc(-c3cnccn3)no2)C1 (configuration not stated)	-9	-5	0.8	100	-6	-0.5	31	1	96
O=C(NC1CCCN(c2ccc(C(F)(F)F)cn2)C1)c1ccnc(Cl)c1 (configuration not stated)	10	-9	4.0	101	-5	-1.5	28	-2	101
Cc1nc2ncccn2c1-c1csc(NCc2ccco2)n1	1	-10	6.9	89	-1	2.6	23	-6	90
Cc1ccc(-c2nnc(SCC#CCOC(=O)c3cccs3)o2)cc1	12	3	1.9	97	1	-1.1	59	0	98
CC(C)(C)c1ccc2c(c1)OC(C(=O)N/N=C\c1ccncc1)CO2 (configuration not stated)	21	-11	2.9	105	1	2.1	28	9	103
Cc1c(C)c2ccc(OCc3ccc(C(=O)O)o3)c(C)c2oc1=O	13	-12	-0.5	105	3	0.0	-8	1	101
NNC(=O)c1cc(-c2ccco2)[nH]n1	6	-12	-1.1	106	-4	0.1	11	-1	102
COC(=O)[C@H](NC(=O)c1cc(-c2ccccc2)nc2ccccc12)c1ccccc1	.	.	0.0	102	1	-1.8	.	1	101
CCCOc1ccc(/C=c2\sc3nc(-c4ccco4)nn3c2=O)cc1OCC	36	1	0.6	.	3	1.1	36	.	.
COc1ccc(C(CC(=O)Nc2ncccc2C)N2Cc3ccccc3C2=O)cc1 (configuration not stated)	-8	1	1.5	95	-2	1.9	54	-2	97
O=S(=O)(NCC1CCCO1)c1ccc(S(=O)(=O)N(Cc2ccccc2F)C2CCCCC2)cc1 (configuration not stated)	.	5	1.7	97	-3	-1.6	.	-5	91
CCOC(=O)c1[nH]c(=O)[nH]c1COC(=O)c1cc2ccccc2o1	-14	-5	-0.4	100	-2	-0.6	25	-1	99
O=C(CN1C(=O)COc2ccc(S(=O)(=O)N3CCCC3)cc21)N1CCCC1	.	5	1.0	91	1	-0.1	37	-7	91
CC(C)S(=O)(=O)C1=NSC2=NC(=O)/C(=C\c3ccc(-c4cccc(C(=O)O)c4)o3)C(=N)N21	-25	0	.	.	-5	.	37	.	.
CCN(CC)C(=O)c1sc(NC(=O)Cc2ccc(OC)cc2)c(C#N)c1C	43*	-18	0.4	104	3	-1.3	8	5	104
Cn1c(SCCC(=O)O)nnc1-c1ccncc1	11	-2	0.7	81	-3	0.6	-9	-3	96
O=C(CSc1nnc(-c2cccnc2)n1Cc1ccco1)c1ccc(Cl)cc1	6	-1	-0.6	103	-5	-0.9	80*	3	101
COc1ccc(S(N)(=O)=O)cc1C(=O)N1CCCC1	18	-10	-0.1	97	-4	0.0	-1	-4	96
CC1=NOC(=O)/C1=C\c1ccc2c(c1)OCO2	-19	-5	0.1	64	-3	0.5	-2	-13	73
FC(F)Sc1ccc(NC2=NCCCCC2)cc1	22	13	1.1	106	-9	1.1	11	8	102
COc1ccc(-c2noc(-c3ccccc3C(=O)NCc3ccco3)n2)cc1	5	-4	-1.2	104	-4	5.9	7	20	102
Cc1cc(C)nc(NS(=O)(=O)c2ccc(NC(=O)c3ccco3)cc2)n1	10	-1	0.2	107	-5	-0.7	-15	12	110
CC(=O)Nc1cccc(NC(=O)c2ccc3c(c2)CCN3S(=O)(=O)c2ccccc2)c1	12	8	8.3	101	-1	2.1	18	1	100
CCN1C(=O)C(O)(CC(=O)c2cccc(-n3cccc3)c2)c2ccccc21 (configuration not stated)	-12	-15	1.1	103	-3	1.9	23	1	100
Cc1noc(NS(=O)(=O)c2ccc(NC(=O)CCn3c(=O)oc4ccccc43)cc2)c1C	.	-3	1.3	106	.	0.1	1	6	111

Some of these compounds in order of their number in GalR3 antagonist, lowest first.
canonical_smiles | GalR3 antagonist
FC(F)Sc1ccc(NC2=NCCCCC2)cc1 | -9
O=C(CSc1nnc(-c2cccnc2)n1Cc1ccco1)c1ccc(Cl)cc1 | -5
O=C(CN1C(=O)COc2ccc(S(=O)(=O)N3CCCC3)cc21)N1CCCC1 | 1
